a7 integrin act: activators of alpha7 integrin expression for muscular dystrophy | alpha7betagal myoblasts, beta-gal FDG fluorescence, 48 h | Potency, µM (series often up to 38.3 µM), without a hit: top-dose activation, hits mostly activators | 350,000 compounds, 0.064% hits;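 also: potency is read from the fitted curve at half-maximal effect; 100% = response of the positive control SU9516; nearly all actives have a fitted effect of over 60% in size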
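Alpha7betagal+/- myoblasts (passage 13) were plated 16-24 hr, then exposed to compounds (1:260 dilution of DMSO stock) for 48 hours at 37C. After MPER lysis, β-galactosidase reporter activity was read as FDG fluorescence (ex 480/em 540) after 30 minutes.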
B2AR arrestin: beta2AR (human) beta-arrestin recruitment activity. beta-arrestin recruitment to beta2AR, cell-based reporter. AID 492947. P07550. Potency, µM (highest dose often 46.1 µM), for inactives: at the highest dose activation, actives largely listed as activators. 330,000 compounds, 0.02% hits;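 also: potency is read from the fitted curve at half-maximal effect; 0% = DMSO controls and full agonism = EC100 isoproterenol or metaproterenol; nearly all actives have a fitted effect of over 65% in size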
uPA surface inh: inhibitors of cell surface uPA generation | AID 540303 | 330,000 compounds, 0.31% hits | Potency, µM (highest dose often 38.3 µM), without a hit: at the highest dose activity change, negative = inhibition, actives largely listed as inhibitors | cell surface uPA generation assay, qHTS; active = well fitted inhibition curve with a large enough effect; inconclusive = small, poorly fitted or top-dose-only effect; inactive = no such curve, though single readings can be large or run the other way; tested in mouse RAW 264.7 cells; also: potency is read from the fitted curve at half-maximal effect; % is scaled to controls: 0 for no effect and ±100 for the full control effect; nearly all actives have a fitted effect of over 55% in size
p53 reactivation: mutant p53 re-activation in reporter cells | H1299 p53-A138V BP100-luciferase reporter, luminescence, 24 h | Potency, µM (titrated, usually from 92.2 µM), for the others: at the top dose activity change, positive = activation, actives largely listed as activators | 320,000 compounds, 0.063% hits | AID 504706; also: potency is read from the fitted curve at half-maximal effect; % of control where 0% means no effect; nearly all actives have a fitted effect of over 45% in size
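p53-null H1299 cells stably carrying temperature-sensitive p53-A138V and a BP100-luciferase reporter were pinned with compounds (4-point, 1:5 series) and held 24 hrs at 37 deg C. Luminescence was read 10 min after detection reagent.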
S-ASM inh: blocks human secretory acid sphingomyelinase. P17405. placental ASM, HMU-PC fluorogenic substrate, 60 min. Potency, µM (doses to about 57.5 µM), without a hit: top-dose activity change, negative = inhibition, actives largely listed as inhibitors. 340,000 compounds, 0.006% hits. AID 504937; also: potency is read from the fitted curve at half-maximal effect
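Human placenta-derived ASM enzyme was preincubated with compound for 10 minutes at room temperature, then given fluorogenic substrate HMU-PC0 (9 uM final) for 60 minutes at 37 °C; a pH 10 stop preceded fluorescence reading at Ex 386/Em 447 nm.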
BRCA1 expr up: increases BRCA1 expression; MCF7-BRCA1-FFLuc reporter, luminescence, 48 h; response scale: scaled: vehicle 0%, 10 µM genistein 100%; 380,000 compounds, 1.1% hits; Potency, µM (series often up to 46.1 µM), for inactives: at the top dose activation, most hits filed as activators; AID 624202; also: potency is read from the fitted curve at half-maximal effect; nearly all actives have a fitted effect of over 80% in size; some results filed as inactive show a strong effect at the top dose
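Luminescence from a BRCA1-driven firefly luciferase in MCF7 cells was read after 48 h compound exposure at 37 C. Data normalized against DMSO and a 10microM genistein activation control, then curve-fitted across the titration.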
Eya2 inh: inhibitors of human Eya2 phosphatase activity. recombinant Eya2, OMFP fluorescence dephosphorylation (OMFP is methylfluorescein phosphate). Potency, µM (doses to about 76.9 µM), for inactives: at the top dose activity, negative = inhibition, usual class: inhibitors. 330,000 compounds, 0.006% hits; also: potency is read from the fitted curve at half-maximal effect; % is scaled to controls: 0 for no effect and ±100 for the full control effect
Target sequence (O00167 whole entry, looked up): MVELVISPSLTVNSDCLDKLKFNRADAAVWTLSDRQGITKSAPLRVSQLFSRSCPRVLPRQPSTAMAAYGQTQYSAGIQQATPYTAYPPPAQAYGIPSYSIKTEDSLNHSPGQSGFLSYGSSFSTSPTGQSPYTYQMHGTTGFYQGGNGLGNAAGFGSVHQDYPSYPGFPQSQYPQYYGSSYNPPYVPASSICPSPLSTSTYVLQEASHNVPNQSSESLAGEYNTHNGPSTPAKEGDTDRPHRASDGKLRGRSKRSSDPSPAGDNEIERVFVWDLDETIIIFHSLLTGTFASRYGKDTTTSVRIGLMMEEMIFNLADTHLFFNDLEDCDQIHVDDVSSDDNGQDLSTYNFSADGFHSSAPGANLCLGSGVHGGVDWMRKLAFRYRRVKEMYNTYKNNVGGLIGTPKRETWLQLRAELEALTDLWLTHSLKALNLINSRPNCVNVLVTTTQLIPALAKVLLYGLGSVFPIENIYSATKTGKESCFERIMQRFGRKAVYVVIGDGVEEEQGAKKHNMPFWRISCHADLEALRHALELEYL
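Eya2 (0.2 uM) preincubated 10 min at ambient with compound, then OMFP substrate added at 50 uM; 10 min reaction in 50 mM HEPES pH 7.5, 50 mM NaCl, 5 uM MgCl2, 0.05% BSA, 1 mM DTT. Fluorescence read at Ex 485/Em 525 nm.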
TSG101-PTAP inh: blocks PTAP/TSG101 interaction to inhibit HIV-1 budding; Q99816; Fluorescence polarization, FITC-PTAP peptide / Tsg101 binding; Potency, µM (series often up to 115 µM), for inactives: top-dose activity change, negative = inhibition, most hits filed as inhibitors; 340,000 tested, under 10 active; AID 493005; active = well fitted inhibition curve with a large enough effect in the main read-out, with a control signal flat, not every such curve was filed as active; inconclusive = small, poorly fitted or top-dose-only effect, or effect the other way, or a change in a side signal; inactive = no such curve, though single readings can be large or run the other way; also: potency is read from the fitted curve at half-maximal effect; % of control where 0% means no effect
Target sequence (Q99816 whole entry, looked up): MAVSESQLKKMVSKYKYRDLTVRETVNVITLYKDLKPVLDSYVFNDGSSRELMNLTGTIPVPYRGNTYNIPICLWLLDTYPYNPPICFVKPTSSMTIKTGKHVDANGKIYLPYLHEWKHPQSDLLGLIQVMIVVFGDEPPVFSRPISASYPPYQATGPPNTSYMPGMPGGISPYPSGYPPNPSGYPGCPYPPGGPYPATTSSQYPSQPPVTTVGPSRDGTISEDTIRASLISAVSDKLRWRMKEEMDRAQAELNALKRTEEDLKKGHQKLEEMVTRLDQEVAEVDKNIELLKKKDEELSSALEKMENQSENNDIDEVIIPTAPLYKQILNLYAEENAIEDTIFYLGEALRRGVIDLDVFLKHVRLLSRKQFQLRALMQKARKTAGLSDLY
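FP read-out: FITC-PTAP peptide, 50 nM final, binding Tsg101 binding domain, 10 uM final; 20 min, r.t.; 10 mM HEPES pH 7.5, 0.15 M NaCl, 0.01% Tween 20, 3 mM EDTA, 0.1 mM TCEP.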
TRPV1 ag: activates the human vanilloid receptor TRPV1 | 320,000 compounds, 0.19% hits | Q8NER1 | TRPV1-expressing cells, Fluo-8 calcium influx, agonist mode | activation, % at 8.33 µM | AID 540275; in the data active = activation above about 80%; inconclusive = between about 30% and that limit; also: 0% is about no effect
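Fluo-8 calcium influx in TRPV1-expressing cells, kinetic read (ex 480/em 520 nm). Compound added and read 3 min for agonist activity, followed by capsaicin at EC20 final and 2 min further read for enhancement.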
USP2a inh: inhibitors of human ubiquitin-specific protease USP2a | O75604 | Potency, µM (top dose mostly 38.3 µM), without a hit: at the highest dose activity change, negative = inhibition, most hits filed as inhibitors | 330,000 compounds, 0.01% hits | AID 463254 | USP2 core, Ub-CHOP2 coupled fluorogenic reporter, 485/531;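 also: potency is read from the fitted curve at half-maximal effect; plate controls were DMSO wells for no effect and full inhibition by NEM control for full effect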
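Cell-free coupled assay: 10nM USP2 core preincubated 30min RT with compound in Tris-HCl pH 8.0/CaCl2/CHAPS buffer, then 25nM Ub-CHOP2 and 25nM reporter substrate; fluorescence (Ex 485/Em 531) read after 60min RT, normalized to NEM inhibition, concentration-response curves fitted.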
ELG1 genotox: genotoxicity induction in ELG1-luciferase HEK293T cells; Potency, µM (doses to about 46 µM), without a hit: top-dose activity change, positive = activation, usual class: activators; HEK293T ELG1-luciferase reporter, luminescence, 16 h; 330,000 compounds, 1.3% hits; AID 504466; also: potency is read from the fitted curve at half-maximal effect; % of control where 0% means no effect; nearly all actives have a fitted effect of over 60% in size
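Step 1: seed 2,000 HEK293T ELG1-luciferase cells per well. Step 2: add compound or DMSO, incubate 16 hr at 37 °C. Step 3: ONE-Glo, 30 min at room temperature, read luminescence.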
Starred values were filed as active, the others as inactive; ? = inconclusive; . = no result given; [ ] = another dose, or the depositor's remark. Unless noted, calls follow the shape of the dose curve; as a rule, active = well fitted curve in the direction sought with a large enough effect; inconclusive = small, poorly fitted or top-dose-only effect, or another doubt; inactive = no such curve, though single readings can be large; an effect the other way counts as inactive or inconclusive.

canonical_smiles	a7 integrin act	B2AR arrestin	uPA surface inh	p53 reactivation	S-ASM inh	BRCA1 expr up	Eya2 inh	TSG101-PTAP inh	TRPV1 ag	USP2a inh	ELG1 genotox
O=C(CS(=O)(=O)c1ccc(Cl)cc1)NCCS(=O)(=O)c1ccc(Cl)cc1	23%	0.1%	2%	1%	0%	8%	2%	-1%	-1	1%	-1%
O=C(COC(=O)CCCN1C(=O)c2cccc3cccc(c23)C1=O)Nc1cccc(Br)c1	24%	-1.1%	8%	-2%	-9%	-9%	-10%	-1%	3	-1%	4%
O=C(Nc1cc(Cl)cc(Cl)c1)C1CCCC1	0%	0.3%	3%	-21%	2%	-18%	1%	0%	8	1%	-2%
COc1ccc(S(=O)(=O)N2CCCCCC2)cc1C(=O)OCC(=O)NCC(C)C	14%	0.2%	-4%	-6%	-1%	-8%	9%	-6%	0	2%	0%
Cc1nn(C)c(N)c1-c1ccccc1	21%	0.4%	2%	0%	5%	0%	-3%	-2%	-2	4%	8%
CCC(Sc1nc2c(cnn2-c2ccc(Cl)cc2)c(=O)[nH]1)C(=O)OC (stereo unspecified)	-3%	-0.1%	-17%	15%	3%	-8%	2%	0%	0	3%	0%
COc1cc(/C=C(\C#N)C(=O)c2c(C)[nH]c3ccccc23)cc(OC)c1OC	-4%	-0.1%	2%	-25%	?	-5%	-5%	0%	-2	-1%	-2%
Cc1cc(C)cc(NC(=O)CCn2c(=S)[nH]c3ccccc3c2=O)c1	92%	0.0%	-4%	3%	0%	4%	3%	-8%	1	3%	13%
COc1ccc(-c2nc(C#N)c(NCc3ccc(C)cc3)o2)cc1OC	-16%	.	-5%	.	?	29%	.	-2%	25	.	.
O=S(=O)(c1ccc(Cl)c(C(F)(F)F)c1)N1CCN(c2ccccn2)CC1	7%	0.2%	0%	2%	-1%	0%	11%	2%	?	5%	0%
CN(c1cccc(NC(=O)c2ccc(CN3CCc4ccccc4C3)cc2)c1)S(C)(=O)=O	12%	-0.7%	-12%	-45%[inhibitor]	-2%	-36%	-1%	-4%	19	-8%	-3%
Cc1c(C(=O)O)sc2nc3n(c(=O)c12)CCC(C)CC3 (stereo unspecified)	-10%	-0.1%	4%	7%	2%	15%	1%	-7%	0	0%	-1%
COC(=O)c1sc2cc([N+](=O)[O-])cc(SCC(C)C)c2c1N	-9%	-0.4%	2%	2%	-6%	1%	5%	-2%	2	5%	0%
S=C1NC(c2ccccc2)=CC(c2ccccc2)N1 (stereo unspecified)	20%	-0.2%	-1%	-2%	18%	-3%	-6%	-6%	15	-1%	1%
Cc1c(C(=O)C(=O)N2c3ccccc3CC2C)c2ccccc2n1C (stereo unspecified)	-17%	0.0%	-7%	-6%	-2%	-12%	5%	-3%	14	0%	0%
CN(CCc1ccccc1)C(=O)c1ccc(NC(=O)Cc2ccc(NC(=O)C3CCCN(C(=O)C4CC4)C3)cc2)cc1 (stereo unspecified)	0%	.	3%	.	1%	-19%	.	-4%	.	.	.
CC1CC1C(=O)OCC(=O)N(C)CC(=O)Nc1ccc(F)cc1 (stereo unspecified)	-21%	-0.6%	6%	-4%	-1%	0%	5%	-3%	.	2%	1%
COc1ccc(-c2noc(CCC(=O)NCc3cccnc3)n2)cc1OC	-8%	-3.5%	-1%	5%	4%	9%	5%	0%	-1	1%	5%
COc1ccccc1C(c1nnnn1Cc1ccccc1)N1CCN(C2CCCC2)CC1 (stereo unspecified)	-16%	0.0%	0%	-6%	-1%	-23%	-8%	-1%	4	2%	-11%
Cc1ccc(NC(=O)c2cc3ccccc3o2)nc1	3%	0.1%	-11%	1%	0%	?	-8%	-7%	-4	1%	0.73µM*
CCOC(=O)C1CCCN(C(=O)c2ccc3nc(-c4cccc(OC)c4)oc3c2)C1 (stereo unspecified)	2%	-0.3%	-18%	-4%	-2%	76%	-15%	-3%	24	-1%	?
CCCN1CCN(CCCNC(=O)c2ccc3nc(N4CCC(C)CC4)sc3c2)CC1	-20%	-0.1%	?	.	2%	-8%	-20%	-2%	-4	0%	?
c1ccc(CCc2nc(-c3ccccn3)no2)cc1	2%	0.1%	1%	?	-1%	?	11%	-8%	5	1%	?
O=C(NN=C1CCC(=NNC(=O)c2ccccn2)CC1)c1ccccn1	-10%	0.0%	-9%	8%	9%	95%	7%	-5%	?	0%	?
CCOC(=O)c1cc(-c2ccc3c(c2)OCCO3)n[nH]1	-14%	0.1%	-8%	19%	-2%	?	0%	-9%	2	0%	?
COC(=O)/C(=C\c1cccnc1)NC(=O)c1ccc(OCc2ccccc2)cc1	-22%	0.1%	1%	-6%	0%	-16%	0%	-3%	?	1%	-8%
CCOC(=O)N1CCN(C(=O)c2ccc(CS(=O)Cc3ccccc3Cl)o2)CC1 (stereo unspecified)	-13%	0.4%	4%	9%	1%	1%	-5%	-5%	0	6%	0%
CCN1CCN(c2ccc(S(=O)(=O)N3CCCCC3)cc2NC(=O)CC(NC(C)=O)c2ccccc2)CC1 (stereo unspecified)	-3%	-0.6%	-11%	-1%	5%	-24%	7%	-3%	2	1%	-2%
Cc1ccc(Cl)cc1N1CCN(S(=O)(=O)c2ccc3c(c2)NC(=O)C(C)C(=O)N3)CC1 (stereo unspecified)	6%	-0.2%	15%	.	6%	-21%	-20%	-1%	0	-1%	-1%
COc1ccc(/C=N/Nc2cc(N3CCOCC3)nc(C)n2)c(OC)c1	-47%[inhibitor]	0.6%	-17%	.	11%	-45%	2%	0%	0	3%	-3%

Complete entries from above.
Shown for c1ccc(CCc2nc(-c3ccccn3)no2)cc1 → a7 integrin act = 2%; B2AR arrestin = 0.1%; uPA surface inh = 1%; p53 reactivation = ?; S-ASM inh = -1%; BRCA1 expr up = ?; Eya2 inh = 11%; TSG101-PTAP inh = -8%; TRPV1 ag = 5; USP2a inh = 1%; ELG1 genotox = ?
Shown for CCOC(=O)c1cc(-c2ccc3c(c2)OCCO3)n[nH]1 → a7 integrin act = -14%; B2AR arrestin = 0.1%; uPA surface inh = -8%; p53 reactivation = 19%; S-ASM inh = -2%; BRCA1 expr up = ?; Eya2 inh = 0%; TSG101-PTAP inh = -9%; TRPV1 ag = 2; USP2a inh = 0%; ELG1 genotox = ?
Shown for Cc1ccc(Cl)cc1N1CCN(S(=O)(=O)c2ccc3c(c2)NC(=O)C(C)C(=O)N3)CC1 (stereo unspecified) → a7 integrin act = 6%; B2AR arrestin = -0.2%; uPA surface inh = 15%; p53 reactivation = .; S-ASM inh = 6%; BRCA1 expr up = -21%; Eya2 inh = -20%; TSG101-PTAP inh = -1%; TRPV1 ag = 0; USP2a inh = -1%; ELG1 genotox = -1%

The results go on:
canonical_smiles	a7 integrin act	B2AR arrestin	uPA surface inh	p53 reactivation	S-ASM inh	BRCA1 expr up	Eya2 inh	TSG101-PTAP inh	TRPV1 ag	USP2a inh	ELG1 genotox
CCN1C(=O)[C@H]2[C@@H](c3ccc(C)cc3)N3C(=O)N(c4ccc(C)cc4)C(=O)[C@@]3(CC)[C@H]2C1=O	13%	0.1%	-1%	17%	2%	0%	15%	.	3	2%	10%
COc1ccc([N+](=O)[O-])cc1NC(=O)Cc1ccc(C)cc1	3%	0.5%	-3%	-4%	-2%	-19%	1%	-2%	12	1%	-6%
COc1ccc(NC(=S)N2CCC(c3nc4ccccc4o3)CC2)c(OC)c1	1%	-0.2%	3%	-6%	-1%	-4%	-1%	0%	-3	1%	-3%
COCCNC(=O)Cc1cn(C)c2ccccc12	1%	0.0%	4%	-3%	2%	-18%	?	-2%	0	-1%	0%
O=C(Oc1cccc(C(=S)N2CCCCC2)c1)c1ccccc1	24%	-0.3%	4%	7%	-11%	-4%	-7%	1%	27	-1%	-12%
Cc1nc2sc(C(c3cccc(F)c3)N3CCN(C(=O)c4ccco4)CC3)c(O)n2n1 (stereo unspecified)	-10%	-0.1%	1%	1%	-1%	24%	13%	-4%	1	-2%	0%
CCOC(=O)c1c[nH]c2nc(C)ccc2c1=O	19%	-0.3%	0%	-2%	5%	16%	1%	-22%	2	17%	1%

Assay outcomes deposited in PubChem by National Center for Advancing Translational Sciences (NCATS).
